LAP4-GFP MLPCN – yeast TOR pathway LAP4-GFP modulation; S. cerevisiae LAP4-GFP multiplex, flow cytometry GFP, 3 h; median GFP as percent of DMSO wells; GFP response vs DMSO, % at 10 µM; actives 0.34% (n = 320,000);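 active = GFP response vs DMSO above a set limit, about the screen mean plus 3 SD, cut at about 150% in these data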
Efflux pump mplx – antifungal efflux pump inhibition, Nile Red retention; S. cerevisiae Candida pump triplex; inhibition, % at 10 µM; actives 0.44% (n = 330,000); AID 485275;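 active = plate passing quality check with inhibition over a set limit, or well fluorescence over plate mean plus 4 SD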;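 note: Nile Red retained in pooled yeast measured as flow cytometry median fluorescence; 0% = buffer negative control and 100% = Enniatin B positive control; higher means more Nile Red kept so more efflux inhibition; some compounds called inactive have numbers as strong as hits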
AHR act – human AHR activation; P35869; AHR-responsive luciferase reporter cells, luminescence; activation, % at 5 µM; actives 2.5% (n = 320,000); AID 2796; in the data active = activation above about 47%;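 note: 0% = vehicle wells and 100% = reference agonist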
Target sequence (P35869 whole entry, looked up): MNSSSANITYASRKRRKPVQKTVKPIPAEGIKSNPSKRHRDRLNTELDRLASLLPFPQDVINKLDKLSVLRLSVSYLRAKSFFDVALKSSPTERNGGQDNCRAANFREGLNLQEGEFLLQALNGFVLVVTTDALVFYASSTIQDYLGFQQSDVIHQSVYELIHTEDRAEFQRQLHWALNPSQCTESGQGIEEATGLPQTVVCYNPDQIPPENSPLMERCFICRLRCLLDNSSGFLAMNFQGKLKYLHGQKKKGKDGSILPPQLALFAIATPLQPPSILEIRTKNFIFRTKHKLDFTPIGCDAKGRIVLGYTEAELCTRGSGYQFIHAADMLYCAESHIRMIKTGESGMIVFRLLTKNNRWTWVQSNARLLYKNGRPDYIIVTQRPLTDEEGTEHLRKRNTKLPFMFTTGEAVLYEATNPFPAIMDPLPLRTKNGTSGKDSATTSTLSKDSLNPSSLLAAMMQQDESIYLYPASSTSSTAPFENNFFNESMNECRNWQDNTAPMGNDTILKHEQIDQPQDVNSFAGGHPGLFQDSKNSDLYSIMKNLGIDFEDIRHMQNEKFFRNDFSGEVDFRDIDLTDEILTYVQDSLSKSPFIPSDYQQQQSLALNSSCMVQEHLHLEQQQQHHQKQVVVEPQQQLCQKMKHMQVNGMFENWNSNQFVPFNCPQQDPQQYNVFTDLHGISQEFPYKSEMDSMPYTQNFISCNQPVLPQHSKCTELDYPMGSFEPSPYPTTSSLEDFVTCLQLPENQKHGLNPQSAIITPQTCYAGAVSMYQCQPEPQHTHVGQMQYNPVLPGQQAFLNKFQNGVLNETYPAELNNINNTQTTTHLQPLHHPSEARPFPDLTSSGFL
CR mimetic SO – yeast age-related superoxide inhibition as caloric restriction mimetic | S. cerevisiae aged cells, superoxide DHE fluorescence; stronger effect = lower value | superoxide response (% of plate mean), % at 10 µM | actives 0.18% (n = 330,000);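 active = superoxide response under a set limit, about three screen SD below normal, cut at about 65% in these data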;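 note: yeast aged for seven days with compound at 30 °C before DHE staining; 100% = average MFI of all compound-treated wells on the plate with controls excluded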
MEP2-GFP yeast – alters MEP2-GFP fluorescence in TOR pathway yeast screen | S. cerevisiae MEP2-GFP strain, flow cytometry GFP, 3 h; 100% = DMSO control level | GFP response vs DMSO, % at 10 µM | actives 0.51% (n = 330,000) | AID 2016;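 active = GFP response versus DMSO above a set limit, roughly screen mean plus 3 SD, cut at about 180% in these data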;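 note: median GFP fluorescence of the barcode-gated MEP2-GFP cells per well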
CIT2 TOR yeast – alters CIT2-GFP fluorescence in TOR pathway yeast screen; AID 2029; S. cerevisiae CIT2-GFP strain, flow cytometry, 3 h; 100 means same as DMSO wells; actives 0.065% (n = 320,000); GFP response vs DMSO, % at 10 µM;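 active = GFP response relative to DMSO above a set limit, near the screen mean plus 3 SD, cut at about 150% in these data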;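 note: ratio of well median GFP fluorescence to mean of DMSO wells on the plate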
RPL19A-GFP yeast – modulators of TOR pathway RPL19A-GFP in S. cerevisiae; S. cerevisiae RPL19A-GFP strain, flow cytometry, 3 h; stronger effect = lower value; percent response vs DMSO, % at 10 µM; actives 0.3% (n = 330,000);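 active = percent response vs DMSO below 50%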;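 note: median channel GFP fluorescence of the barcoded RPL19A-GFP strain; ratio of sample median GFP to plate DMSO average so 100% = DMSO; lower means less RPL19A-GFP as with rapamycin TOR inhibition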
AGP1 TOR yeast – modulators of TOR pathway AGP1-GFP in S. cerevisiae; S. cerevisiae AGP1-GFP multiplex flow cytometry, 3 h; GFP as percent of DMSO wells; GFP response vs DMSO, % at 10 µM; actives 0.02% (n = 320,000); AID 2066;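 active = GFP response relative to DMSO above a set limit, near screen average plus 3 SD, cut at about 150% in these data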;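 note: median GFP channel fluorescence of the gated AGP1 strain per well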
Starred values were filed as active, the others as inactive; . = not tested or not shown; & = joins results of further samples; ! = not confirmed by another sample.

SMILES	LAP4-GFP MLPCN	Efflux pump mplx	AHR act	CR mimetic SO	MEP2-GFP yeast	CIT2 TOR yeast	RPL19A-GFP yeast	AGP1 TOR yeast
COCCCNC(=O)c1ccc(Cn2c(=O)c3ccccc3n(CC(=O)NCCc3ccc(OC)c(OC)c3)c2=O)cc1	98	0.0	-2	97	101	105	97	104
CC(C)OC(=O)C1CC=CCC1C(=O)Nc1ccc(Cl)cc1 (configuration not stated)	94	0.1	6	99	101	95	.	101
CC(=O)c1cc(C#N)c(SCCC(C)C)nc1C	102	0.0	3	121	99	99	96	98
Cc1cccc(OCC(=O)Nc2ccncc2)c1C	83	0.2	2	95	103	105	107	102
CCc1ccc(NC(=O)Nc2ccc3c(c2)N(C)C(=O)CS3)cc1	92	-0.1	26	100	91	96	91	94
Cc1[nH]c2ccccc2c1C(=O)C(=O)NCc1ccncc1	92	0.0	10	117	103	102	104	103
CCN(CC(=O)Nc1ccc(NC(C)=O)cc1)C(=O)COc1ccccc1-c1ccccc1	92	0.0	-1	119	101	106	102	99
COc1ccc(Oc2nccc(-c3ccc(F)cc3)c2C#N)cc1	114	-0.2	-11	104	105	104	105	108
O=C(c1ccccc1)n1nc(-c2ccccc2)nc1NCc1ccco1	98	-0.1	5	91	97	99	96	97
CCOc1ccc(-c2c(C(=O)N/N=C/c3cccnc3)nnn2-c2nonc2N)cc1	88	-0.1	14	104	99	98	94	91
CCOC(=O)c1cc(-c2ccc(C)o2)n[nH]1	115	-0.2	0	115	106	109	107	106
CCC(=O)Nc1ccc(Cl)c(NC(=O)c2c(OC)cccc2OC)c1	107	0.1	27	96	104	107	96	103
CCN1CCN(C(c2cccs2)C(C)NC(=O)c2cccc(OC)c2)CC1 (configuration not stated)	104	0.1	-1	116	95	109	98	103
CCOC(CNC(=O)CN1C(=O)COc2ccc(S(=O)(=O)N3CCCC3)cc21)OCC	93	0.0	-2	98	111	123	103	106
Cc1ccc2cc(C)c(SCC#N)nc2c1	90	-0.1	0	98	100	95	99	92
C[C@@H]1CN(C(=O)c2cc(COc3cccc(C(F)(F)F)c3)on2)C[C@H](C)O1	82	0.5*	19	91	99	96	101	87
COc1cc(/C=C/C(=O)OC[C@H]2O[C@H](OC3(CO)OC(CO)C(O)C3O)[C@H](O)[C@@H](O)[C@@H]2O)ccc1O (some centres not stated)	99	-0.4	1	86	104	117	109	116
O=C(NCCCN1CCCC1)c1ccc2c(c1)N(Cc1ccccc1F)C(=O)c1ccccc1S2(=O)=O	105	-0.1	-1	93	104	118	102	109
O=C(C[n+]1cc(-c2ccc(Br)cc2)n2c1CCCCC2)c1ccccc1	94	0.0	1	104	89	101	88	.
C=CCN=c1scc(-c2ccco2)n1/N=C/c1ccc(O)c(O)c1O	118	0.0	6	115	93	76	94	98
O=C(Oc1ccccc1-c1csnn1)c1cccs1	92	-0.2	9	94	98	94	94	90
Cc1ccc2c(c1)N(C(=O)CCC(=O)N1CCC(C(N)=O)CC1)CC(C)O2 (configuration not stated)	103	-0.1	0	82	97	93	95	99
Cn1cc(CN2CCN(Cc3cccnc3)CC2)c(-c2ccc3c(c2)OCCO3)n1	90	0.2	7	91	104	109	110	100
COc1ccc(S(=O)(=O)Nc2cc(SCC(=O)O)c(O)c3ccccc23)cc1	89	0.2	66*	126	104	100	105	99
CC(=O)c1ccc(NC(=O)CNCc2cccs2)cc1	84	-0.1	2	96	87	95	87	87

Other records:
SMILES	LAP4-GFP MLPCN	Efflux pump mplx	AHR act	CR mimetic SO	MEP2-GFP yeast	CIT2 TOR yeast	RPL19A-GFP yeast	AGP1 TOR yeast
CCC(C)N(C(=O)COC(=O)c1nc2nc(C)cc(C)n2n1)C1CCS(=O)(=O)C1 (configuration not stated)	106	0.3	-1	105	99	90	101	108
CCc1ccc(NC(=O)CCn2c(=O)c3cccn3c3ccccc32)cc1	105	0.0	50*	99	110	103	104	102
O=C(/C=C/c1ccccc1)NCC1(c2ccccc2)CCOCC1	105	0.0	3	96	96	96	95	105
CCN(CC)S(=O)(=O)c1ccc(N2CCOCC2)c(NC(=O)c2ccc(NC(C)=O)cc2)c1	102	0.1	0	85	104	104	98	106
Cc1cccn2cc(CNC(=O)CC3CCCC3)nc12	89	0.2	2	120	99	90	93	90
Cc1ccc(N=Nc2c(N)[nH]n3c(=O)cc(C)nc23)cc1	108	-0.2	10	94	99	96	105	107
COc1ccc(CCNC(=O)CSc2nc(C)nc3c2c(=O)n(C)c(=O)n3C)cc1OC	98	-0.1	0	78	94	128	95	99
CCOC(=O)c1cc(-c2c(Cl)cccc2Cl)no1	.	0.0	-1	99	98	.	101	.
CC1CCCCC1NC(=O)Cn1cnc2ccccc2c1=O (configuration not stated)	102	0.1	4	86	107	102	108	101
O=C(N/N=C/c1ccc([N+](=O)[O-])s1)c1ccccc1	97	0.1	1	104	102	92	104	40
N#CC1=C(N)OC2=C(C(=O)CCC2)C1c1cc2c(cc1Cl)OCO2 (configuration not stated)	91	0.2	0	101	104	98	109	117
CCOc1ccc(N(CC(=O)NC(C)CC)S(C)(=O)=O)cc1 (configuration not stated)	105	0.1	-3	122	103	97	100	98
CCCCNC(=O)c1onc(CSc2ccccc2)c1C(=O)NCCCC	110	0.0	6	93	89	110	105	93
CC(C)NC(=O)Nc1cccc2c1O[C@H](CN(C)C(=O)NC(C)C)[C@@H](C)CN([C@H](C)CO)C2=O	91	-0.1	-1	98	92	98	94	99
Cc1cccc(N2CCN(C(=O)Cc3ccc(-n4c(=O)[nH]c5ccsc5c4=O)cc3)CC2C)c1 (configuration not stated)	95	-0.1	0	91	104	100	104	103
O=C(O)/C(=C\c1ccc(F)cc1)c1ccc(-c2ccccc2)cc1	105	0.3	17	122	115	96	110	87
Cc1c(C(=O)N2CC(C)OC(C)C2)sc2nc(-c3ccccc3)cn12 (configuration not stated)	88	-0.1	0	94	97	104	99	96
CCCCCCCCCCCCCCCCn1cc[n+](C)c1	128&111	2.7*!	-4&-2	70&86	93&87	81&91	90&97	93&89
Cn1cccc1-c1nc2ccc(NC(=O)c3ccc([N+](=O)[O-])cc3)cc2[nH]1	85	-0.1	-9	100	106	.	101	100
C=CCn1c(SCc2nc3ccccc3nc2C)nnc1-c1ccoc1C	97	-0.1	5	81	97	98	93	108
S=c1[nH]ccn1Cc1ccccc1	92	0.0	1	93	98	94	99	88
CC(=O)c1cn(-c2ccc([N+](=O)[O-])cc2)c(=O)n(C)c1=O	104	0.0	0	106	96	103	99	106
Cc1ccc(S(=O)(=O)NC2CC2)cc1	90	-0.1	0	105	109	115	107	102
CC(C(=O)Nc1ccc(C#N)cc1)N(C)CC(=O)Nc1ccccc1Br (configuration not stated)	93	0.0	1	113	98	90	101	99
NS(=O)(=O)c1ccc(NC(=O)COC(=O)CN2C(=O)C3CC=CCC3C2=O)cc1 (configuration not stated)	104	-0.1	0	87	109	101	102	109

Continued:
SMILES	LAP4-GFP MLPCN	Efflux pump mplx	AHR act	CR mimetic SO	MEP2-GFP yeast	CIT2 TOR yeast	RPL19A-GFP yeast	AGP1 TOR yeast
CCOc1nc(-c2ccc(Cl)cc2)nc2ccccc12	101	0.2	62*	93	99	97	101	100
CSc1nnc(C)c(=O)n1COC(=O)COc1ccc(Cl)cc1Cl	107	-0.1	2	109	98	117	104	108
COc1cc(NC(=O)CCN2C(=O)NC3(CCCC3)C2=O)c(OC)cc1Cl	104	0.0	4	84	108	91	99	105
Cc1cccc(C(C)Nc2ccc([N+](=O)[O-])cn2)c1 (configuration not stated)	101	0.0	2	111	100	101	101	100
CC(C)CCN1CC(C(=O)NCCC2=CCCCC2)CC1=O (configuration not stated)	96	-0.1	3	102	96	90	93	91
O=C(Nc1nccs1)c1sc2cc(Cl)ccc2c1Cl	100	-0.2	80*	104	108	114	107	100
COc1ccc(OCc2nnnn2-c2ccccc2)cc1	108	-0.1	0	89	105	104	100	98
COC(=O)c1c(NC(=O)C(C)(C)C)csc1C	116	-0.1	1	104	92	88	93	102
Cc1cc(C)n2nc(S(=O)(=O)NC3CCCCC3)nc2n1	99	-0.2	2	98	104	104	101	107
Cc1noc(C)c1COc1ccc(C(=O)NNC(=O)c2ccccc2)cc1	103	-0.1	0	91	96	101	97	107
Cc1cccc(NC(=O)c2nc[nH]c2C(=O)N[C@@H](C)c2ccccc2)c1	79	0.1	15	121	86	90	90	70
Cc1ccc(NC(=S)NCC2CCCO2)cc1C (configuration not stated)	93	-0.1	7	98	94	97	97	96
Nc1ncc([N+](=O)[O-])cc1S(=O)(=O)c1ccccc1	101	0.1	-3	115	94	94	97	103
[N-]=[N+]=CC(=O)C(Cc1ccccc1)N1C(=O)c2ccccc2C1=O (configuration not stated)	106	0.1	10	120	102	82	100	104
Cn1cc(S(=O)(=O)NCc2ccc3c(c2)OCO3)c(C(F)(F)F)n1	97	0.0	-4	117	101	113	105	101
COC(=O)c1ccc(CSc2nncn2C)cc1	105	1.2	3	121	107	98	99	103
CCOC(=O)c1c(CN2CCN(CCO)CC2)n(-c2ccccc2)c2cc(Br)c(O)cc12	98	0.1	-1	105	100	100	100	99
Cc1ccc(OCC(=O)NC(=S)Nc2ccc(Br)cn2)cc1C	91	0.5	1	96	107	99	100	96
Clc1ccc2nc(CN3CCCCC3)cn2c1	92	0.0	0	84	92	64	109	76

Grouped by structure: the entries above containing a Cl atom
SMILES	LAP4-GFP MLPCN	Efflux pump mplx	AHR act	CR mimetic SO	MEP2-GFP yeast	CIT2 TOR yeast	RPL19A-GFP yeast	AGP1 TOR yeast
CC(C)OC(=O)C1CC=CCC1C(=O)Nc1ccc(Cl)cc1 (configuration not stated)	94	0.1	6	99	101	95	.	101
CCC(=O)Nc1ccc(Cl)c(NC(=O)c2c(OC)cccc2OC)c1	107	0.1	27	96	104	107	96	103
CCOC(=O)c1cc(-c2c(Cl)cccc2Cl)no1	.	0.0	-1	99	98	.	101	.
N#CC1=C(N)OC2=C(C(=O)CCC2)C1c1cc2c(cc1Cl)OCO2 (configuration not stated)	91	0.2	0	101	104	98	109	117
CCOc1nc(-c2ccc(Cl)cc2)nc2ccccc12	101	0.2	62*	93	99	97	101	100
CSc1nnc(C)c(=O)n1COC(=O)COc1ccc(Cl)cc1Cl	107	-0.1	2	109	98	117	104	108
COc1cc(NC(=O)CCN2C(=O)NC3(CCCC3)C2=O)c(OC)cc1Cl	104	0.0	4	84	108	91	99	105
O=C(Nc1nccs1)c1sc2cc(Cl)ccc2c1Cl	100	-0.2	80*	104	108	114	107	100
Clc1ccc2nc(CN3CCCCC3)cn2c1	92	0.0	0	84	92	64	109	76

Screening results deposited in PubChem BioAssay by several laboratories.
